Screens (PubChem)
HTT aggregate = inhibitors of mutant huntingtin aggregate formation in PC12 cells; PC12 HttQ103-GFP aggregates, Acumen cytometry, 40 h; Potency, µM (titrated, usually from 46.1 µM), without a hit: at the highest dose activity change, negative = inhibition, usual class: inhibitors; 1.1% of 220,000 active; AID 1688; also: potency is read from the fitted curve at half-maximal effect; % is scaled to controls: 0 for no effect and ±100 for the full control effect; nearly all actives have a fitted effect of over 60% in size
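Quantitative HTS on tebufenozide-induced (100 nM) PC12 cells stably expressing polyQ103 Huntingtin exon 1–GFP. Reduction of bright GFP aggregates, detected by laser scanning cytometry after lysis, identified actives across the titration.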
KinaseGlo FLuc = Kinase-Glo luciferase inhibition (counter-screen); Kinase-Glo luciferase, ATP luminescence, 8 min; Potency, µM (highest dose often 38.3 µM), without a hit: top-dose activity change, negative = inhibition, actives largely listed as inhibitors; 0.28% of 200,000 active; AID 1379; also: potency is read from the fitted curve at half-maximal effect; % is scaled to controls: 0 for no effect and ±100 for the full control effect; nearly all actives have a fitted effect of over 60% in size
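Luminescence was the read-out, taken after 8-minute incubation at ambient temperature. Luciferase turned over luciferin with 10 uM ATP in imidazole pH 7.2 buffer containing KCl, MgCl2, Tween 20 and BSA.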
IMPase Li cell = membrane-permeable IMPase blocker, potentiated with lithium; AID 1457; Potency, µM (series often up to 59.4 µM), for inactives: at the top dose activity, negative = IMPase inhibition, hits mostly inhibitors; 0.35% of 210,000 active; CHO-M1 cells, IP1 TR-FRET (IP-One), carbachol + lithium;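 also: IP1 builds up when IMPase is blocked and the TR-FRET signal falls; potency is read from the fitted curve at half-maximal effect; plate controls were basal vehicle for no effect and high inhibitor control for full effect; nearly all actives have a fitted effect of over 50% in size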
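CHO-M1, 2000 cells/well, 16–30 h culture; cpd + low Li+, 30 min 37C; lysis with d2-IP1/Eu-anti-IP1 Ab, 10 min RT; TR-FRET 665/620 ratio and 620 channel; AC50 via Hill.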
Epigenetic reg = epigenetic control regulation, reporter derepression; murine LDR cells, GFP reporter derepression, 30 h; Potency, µM (titrated, usually from 53.9 µM), for inactives: at the highest dose GFP activation, most hits filed as activators; 0.2% of 280,000 active; AID 1865; also: potency is read from the fitted curve at half-maximal effect; % of control where 0% means no effect; nearly all actives have a fitted effect of over 60% in size
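Readout is the number of GFP-expressing murine LDR cells, counted by cytometry following washing. Cells were treated with compound for 30 h at 37 C; the stably integrated CMV-GFP locus is normally silent.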
NPSR antag = neuropeptide S receptor (human) antagonism, cAMP | Q6W5P4 | Potency, µM (series often up to 38.3 µM), for inactives: at the top dose activity change, negative = inhibition, actives largely listed as inhibitors | CHO-NPSR cells, cAMP TR-FRET, antagonist mode | 1% of 220,000 active; also: potency is read from the fitted curve at half-maximal effect; % is scaled to controls: 0 for no effect and ±100 for the full control effect; nearly all actives have a fitted effect of over 50% in size; many of its hits are not listed in these tables
Target sequence (Q6W5P4 whole entry, looked up): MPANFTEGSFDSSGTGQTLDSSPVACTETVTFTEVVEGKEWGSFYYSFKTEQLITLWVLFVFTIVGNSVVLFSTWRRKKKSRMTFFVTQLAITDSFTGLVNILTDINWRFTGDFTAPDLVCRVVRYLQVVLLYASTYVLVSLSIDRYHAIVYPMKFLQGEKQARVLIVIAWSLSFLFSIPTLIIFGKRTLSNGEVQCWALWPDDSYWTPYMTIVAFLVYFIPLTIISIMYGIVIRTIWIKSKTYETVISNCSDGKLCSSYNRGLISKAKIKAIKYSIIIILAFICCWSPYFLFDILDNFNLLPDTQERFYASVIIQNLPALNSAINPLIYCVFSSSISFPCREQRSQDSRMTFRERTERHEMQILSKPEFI
Lamin A splicing = modulators of lamin A splicing | HeLa LMNA splicing GFP/RFP minigene ratio, 48 h | Potency, µM (doses to about 46.1 µM), inactives show top-dose ratio change, negative = inhibition, hits mostly inhibitors | 0.01% of 200,000 active | AID 1487; active = well fitted inhibition curve with a large enough effect in the signal ratio, with a control signal flat, not every such curve was filed as active; inconclusive = small, poorly fitted or top-dose-only effect, or effect the other way, or a change in a side signal; the % refers to the signal ratio; also: potency is read from the fitted curve at half-maximal effect; % is scaled to controls: 0 for no effect and ±100 for the full control effect
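S3 HeLa stable clones carrying a lamin A-EGFP splicing minigene plus DsRed2 were seeded at 600 cells/well in Opti-MEM with 2% FBS, pin-dosed and incubated 48 h at 37°C. Acumen cytometry (488 nm) gave the GFP/RFP total-intensity ratio.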
CBFb-RUNX1 inh = inhibitors of human CBF-beta and RUNX1 interaction; AlphaScreen CBFb-His/RUNX1-biotin binding, biochemical; Potency, µM (titrated, usually from 59.8 µM), without a hit: at the highest dose activity, negative = inhibition, hits mostly inhibitors; 230,000 tested, under 10 active; AID 1477; also: % of control where 0% means no effect
Target sequence (Q01196 whole entry, looked up): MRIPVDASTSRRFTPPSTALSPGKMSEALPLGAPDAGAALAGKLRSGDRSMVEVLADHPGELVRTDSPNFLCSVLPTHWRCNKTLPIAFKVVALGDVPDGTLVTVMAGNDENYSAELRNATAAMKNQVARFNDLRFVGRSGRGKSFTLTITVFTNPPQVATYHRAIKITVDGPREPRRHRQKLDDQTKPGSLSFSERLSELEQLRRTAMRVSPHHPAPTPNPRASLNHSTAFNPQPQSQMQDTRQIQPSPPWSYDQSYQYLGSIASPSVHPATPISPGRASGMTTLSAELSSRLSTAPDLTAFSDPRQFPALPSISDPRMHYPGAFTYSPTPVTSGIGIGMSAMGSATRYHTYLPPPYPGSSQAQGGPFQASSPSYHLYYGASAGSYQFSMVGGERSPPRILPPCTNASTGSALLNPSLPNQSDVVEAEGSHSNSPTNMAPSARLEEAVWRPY
Target sequence (Q13951 whole entry, looked up): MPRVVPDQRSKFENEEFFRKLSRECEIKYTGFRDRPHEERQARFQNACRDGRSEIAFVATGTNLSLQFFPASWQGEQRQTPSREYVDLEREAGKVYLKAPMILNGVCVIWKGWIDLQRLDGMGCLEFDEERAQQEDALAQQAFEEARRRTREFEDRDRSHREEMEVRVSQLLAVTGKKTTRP
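CBF-beta (His) and RUNX1 (biotin), 30 nM each; 20 min preassociation; + compound, 15 min; + beads 50 ng each (Ni, streptavidin), 90 min; RT; AlphaScreen read.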
* hit, by the source's call; & = joins results of further samples; [ ] = another dose, or the depositor's remark. Unless noted, calls follow the shape of the dose curve; as a rule, active = well fitted curve in the direction sought with a large enough effect; inconclusive = small, poorly fitted or top-dose-only effect, or another doubt; inactive = no such curve, though single readings can be large; an effect the other way counts as inactive or inconclusive. The list is partial, so the mix of outcomes need not match the whole.

What do the screens show for `O=C(NCCCc1ccccc1)c1ccncc1`?
HTT aggregate: -30%; KinaseGlo FLuc: -2%; IMPase Li cell: 5%[38.3 µM]; Epigenetic reg: 1.0%; NPSR antag: -3%[46.1 µM]; Lamin A splicing: -4%; CBFb-RUNX1 inh: 7%

What do the screens show for `Cc1cc(SCC(=O)OC/C(O)=C(\C#N)c2nc3ccccc3[nH]2)c(C)cc1Br`?
HTT aggregate: -3%; KinaseGlo FLuc: -1%; IMPase Li cell: 16%; Epigenetic reg: 4.6%; NPSR antag: -19%; Lamin A splicing: inconclusive; CBFb-RUNX1 inh: 3%

How did Cc1ccc(CNCCC2=CCCCC2)cc1 do in these assays?
HTT aggregate: 2%; KinaseGlo FLuc: 19%; IMPase Li cell: 32%[38.3 µM]; Epigenetic reg: -1.0%; NPSR antag: -6%[46.1 µM]; Lamin A splicing: -12%; CBFb-RUNX1 inh: 4%

Results for Cc1cc(/C=N/NC(=O)c2cccs2)c(C)n1-c1cnccn1 ?
HTT aggregate: -13%[9.22 µM]; IMPase Li cell: 7%; Epigenetic reg: -0.1%; NPSR antag: -4%; CBFb-RUNX1 inh: -3%

How did N#CC1(c2ccccc2)CCC(=NO)CC1 (stereo not drawn) do in these assays?
HTT aggregate: 9%; KinaseGlo FLuc: -1%; IMPase Li cell: 28%[38.3 µM]; Epigenetic reg: -4.1%; NPSR antag: 9%[46.1 µM]; Lamin A splicing: 9%; CBFb-RUNX1 inh: 0%

How did O=C(CCCCl)Oc1ccc2cc(-c3ccc4ccccc4n3)c(=O)oc2c1 do in these assays?
HTT aggregate: 5%; KinaseGlo FLuc: 1%; IMPase Li cell: -15%; Epigenetic reg: -3.2%; NPSR antag: 1%; Lamin A splicing: 0%; CBFb-RUNX1 inh: inconclusive

How did O=C(Nc1ccc(C(=O)O)cc1)/C(=C\c1cccc([N+](=O)[O-])c1)NC(=O)c1ccc(Br)o1 do in these assays?
HTT aggregate: 13%; KinaseGlo FLuc: 1%; IMPase Li cell: -8%; Epigenetic reg: -1.5%; NPSR antag: 15%; CBFb-RUNX1 inh: -2%

How did CCOC1(c2ccccc2)CC1C(=O)N/N=C/c1cccc([N+](=O)[O-])c1 (stereo not drawn) do in these assays?
HTT aggregate: 15%[9.22 µM]; Epigenetic reg: 0.0%; NPSR antag: -6%; CBFb-RUNX1 inh: 9%

How did N#Cc1cnn(-c2ncnc3sc4c(c23)CCCC4)c1N do in these assays?
HTT aggregate: -11%; KinaseGlo FLuc: -1%; IMPase Li cell: 34%[activator][38.3 µM]; Epigenetic reg: 0.0%; NPSR antag: -12%[46.1 µM]; Lamin A splicing: 9%; CBFb-RUNX1 inh: 23%

What do the screens show for `CSc1cc(C)nc(NC(C)=O)n1`?
HTT aggregate: -4%; KinaseGlo FLuc: 0%; IMPase Li cell: -4%[38.3 µM]; Epigenetic reg: 0.0%; NPSR antag: -2%[46.1 µM]; Lamin A splicing: 0%; CBFb-RUNX1 inh: -1%

Results for CC1CN(S(=O)(=O)c2ccccc2)C(C)CN1S(=O)(=O)c1ccccc1 (stereo not drawn) ?
HTT aggregate: 13%; KinaseGlo FLuc: 0%; IMPase Li cell: 0%; Epigenetic reg: -0.8%; NPSR antag: 1%[46.1 µM]; Lamin A splicing: 1%; CBFb-RUNX1 inh: 8%

What do the screens show for `COc1ccc(-n2c(COc3ccc4c(c3)OCO4)nnc2SCC(=O)O)cc1`?
HTT aggregate: 9%; KinaseGlo FLuc: 7%; IMPase Li cell: 0%; Epigenetic reg: 0.0%; NPSR antag: 16%; CBFb-RUNX1 inh: -8%

What do the screens show for `Cc1ccc(S(=O)(=O)/N=c2\sccn2C)cc1`?
HTT aggregate: -15%; KinaseGlo FLuc: -3%; IMPase Li cell: 11%[38.3 µM]; Epigenetic reg: 2.2%; NPSR antag: 7%[46.1 µM]; Lamin A splicing: 5%; CBFb-RUNX1 inh: 1%

What do the screens show for `Cc1cc2c(c(=O)n1Cc1ccco1)C(c1ccccc1)C(C#N)=C(N)O2` (stereo not drawn)?
HTT aggregate: -10%; KinaseGlo FLuc: 1%; IMPase Li cell: 35%[38.3 µM]; Epigenetic reg: -0.7%; NPSR antag: -8%[46.1 µM]; Lamin A splicing: 5%; CBFb-RUNX1 inh: -2%

Results for Cc1cccc(C(=O)Nc2cc(C)ccc2NC(=O)COc2ccccc2)c1 ?
HTT aggregate: -2%; KinaseGlo FLuc: -3%; IMPase Li cell: 0%[38.3 µM]; Epigenetic reg: -1.1%; NPSR antag: -17%[46.1 µM]; Lamin A splicing: -1%; CBFb-RUNX1 inh: 0%

What do the screens show for `Cc1cccc(N2CCN(C(=O)CC(NC(=O)c3ccccc3)c3ccccc3)CC2C)c1` (stereo not drawn)?
HTT aggregate: -14%; KinaseGlo FLuc: 2%; IMPase Li cell: 15%; Epigenetic reg: -0.1%; NPSR antag: -22%; Lamin A splicing: inconclusive; CBFb-RUNX1 inh: -6%

What do the screens show for `O=C(CCc1nnc(CCCCc2ccccc2)o1)N1CCCC(O)C1` (stereo not drawn)?
HTT aggregate: 9%[9.22 µM]; Epigenetic reg: 0.2%; NPSR antag: 10%; CBFb-RUNX1 inh: -5%

How did O=C(Nc1nccs1)C1CC(=O)N(c2ccccc2Cl)C1 (stereo not drawn) do in these assays?
HTT aggregate: 11%; KinaseGlo FLuc: 18%; IMPase Li cell: 23%[38.3 µM]; Epigenetic reg: -1.2%; NPSR antag: -5%[46.1 µM]; Lamin A splicing: 12%; CBFb-RUNX1 inh: 2%

How did CCCS(=O)(=O)Nc1ccc(-c2ccc3nnc(C)n3n2)cc1 do in these assays?
HTT aggregate: 20%; KinaseGlo FLuc: 1%; IMPase Li cell: -4%; Epigenetic reg: 1.5%; NPSR antag: 11%; Lamin A splicing: 19%[9.22 µM]; CBFb-RUNX1 inh: 4%

What do the screens show for `CC(=O)c1cc2c(cc1NC(=O)CN1CCOCC1)OCO2`?
HTT aggregate: 7%; KinaseGlo FLuc: -1%; IMPase Li cell: 12%[38.3 µM]; Epigenetic reg: -1.1%; NPSR antag: -6%[46.1 µM]; Lamin A splicing: 1%; CBFb-RUNX1 inh: 5%

What do the screens show for `O=C(c1ccc([N+](=O)[O-])cc1)N(Cc1ccccc1)c1ccccn1`?
HTT aggregate: 17%; KinaseGlo FLuc: -2%; IMPase Li cell: 7%; Epigenetic reg: 14%; NPSR antag: -17%; Lamin A splicing: 2%[46 µM]; CBFb-RUNX1 inh: -12%

How did C(=N\n1cnnc1)/c1ccccn1 do in these assays?
HTT aggregate: -7%; KinaseGlo FLuc: 3%; IMPase Li cell: 21%[38.3 µM]; Epigenetic reg: -1.0%; NPSR antag: 2%[46.1 µM]; Lamin A splicing: 4%; CBFb-RUNX1 inh: 0%

What do the screens show for `C=CCSCC1Nc2cc(Cl)c(S(N)(=O)=O)cc2S(=O)(=O)N1` (stereo not drawn)?
HTT aggregate: 0%; KinaseGlo FLuc: -5%; IMPase Li cell: -15%; Epigenetic reg: -1.3%; CBFb-RUNX1 inh: 11%

How did O=c1nc(-c2ccccc2)cc(C(F)(F)F)[nH]1 do in these assays?
HTT aggregate: 3%; KinaseGlo FLuc: -2%; IMPase Li cell: -2%[38.3 µM]; Epigenetic reg: -2.8%; NPSR antag: -11%[46.1 µM]; Lamin A splicing: 4%; CBFb-RUNX1 inh: 4%

Results for CCCn1nc(C(=O)Nc2ccc3nc(C)sc3c2)c2ccccc2c1=O ?
HTT aggregate: 3%; KinaseGlo FLuc: -4%; IMPase Li cell: 18%; Epigenetic reg: -1.3%; NPSR antag: -9%; Lamin A splicing: inconclusive; CBFb-RUNX1 inh: 6%

How did O=C(CSc1nc2ccccc2n1Cc1ccccc1)N/N=C/c1ccco1 do in these assays?
HTT aggregate: 0%; KinaseGlo FLuc: 1%; IMPase Li cell: 1%; Epigenetic reg: -8.8%; NPSR antag: inconclusive; Lamin A splicing: -21%; CBFb-RUNX1 inh: 3%

Results for COc1ccccc1N1CCN(CCCCOc2ccc(F)cc2)CC1 ?
HTT aggregate: -3%; KinaseGlo FLuc: -10%; IMPase Li cell: 31%[38.3 µM]; Epigenetic reg: -3.5%; NPSR antag: 1%[46.1 µM]; Lamin A splicing: inconclusive; CBFb-RUNX1 inh: -18%

How did CC1Cc2ccccc2N1C(=O)Cn1cnc2ccccc2c1=O (stereo not drawn) do in these assays?
HTT aggregate: 4%; KinaseGlo FLuc: 1%; IMPase Li cell: -4%; Epigenetic reg: 0.0%; NPSR antag: 21%[46.1 µM]; Lamin A splicing: -4%; CBFb-RUNX1 inh: 8%

What do the screens show for `O=S(=O)(NCCNC/C=C/c1ccc(Br)cc1)c1cccc2cnccc12`?
KinaseGlo FLuc: -5%; IMPase Li cell: 24%&21%&-5%; Epigenetic reg: -1.2%&0.0%&0.8%; NPSR antag: 15%[46.1 µM]; Lamin A splicing: inconclusive; CBFb-RUNX1 inh: -4%&9%&17%

How did O=c1onc(-c2ccc(Cl)cc2)n1Cc1ccc(F)cc1 do in these assays?
HTT aggregate: inconclusive; KinaseGlo FLuc: 3%; IMPase Li cell: 11%; Epigenetic reg: -1.0%; NPSR antag: 9%; Lamin A splicing: -9%; CBFb-RUNX1 inh: 8%

How did O=C(CN(Cc1ccccc1F)S(=O)(=O)c1ccc(Cl)cc1)NCCCO do in these assays?
HTT aggregate: -9%; KinaseGlo FLuc: -5%; IMPase Li cell: 4%[38.3 µM]; Epigenetic reg: -0.2%; NPSR antag: 0%[46.1 µM]; Lamin A splicing: 13%; CBFb-RUNX1 inh: -2%

Results for Cc1ccc(NC(=O)c2c(C)nc3sc(C(=O)NC4CCCC4)c(N)c3c2-c2ccco2)c(C)c1 ?
HTT aggregate: -7%; KinaseGlo FLuc: -2%; IMPase Li cell: -27%; Epigenetic reg: inconclusive; NPSR antag: -32%; Lamin A splicing: -12%; CBFb-RUNX1 inh: 0%

No new results follow: an excerpt of the list.
How did O=C(CN(Cc1ccccc1F)S(=O)(=O)c1ccc(Cl)cc1)NCCCO do in these assays?
HTT aggregate: -9%; KinaseGlo FLuc: -5%; IMPase Li cell: 4%[38.3 µM]; Epigenetic reg: -0.2%; NPSR antag: 0%[46.1 µM]; Lamin A splicing: 13%; CBFb-RUNX1 inh: -2%

Results for Cc1ccc(NC(=O)c2c(C)nc3sc(C(=O)NC4CCCC4)c(N)c3c2-c2ccco2)c(C)c1 ?
HTT aggregate: -7%; KinaseGlo FLuc: -2%; IMPase Li cell: -27%; Epigenetic reg: inconclusive; NPSR antag: -32%; Lamin A splicing: -12%; CBFb-RUNX1 inh: 0%
